From PubChem BioAssay
IkB sig inh: IkB pathway inhibition in ABC-DLBCL cells | ABC-DLBCL IkBa-CBG/CBR dual luciferase ratio, 4 h; response scale: scaled: untreated 0%, proteasome inhibitor 100% | Potency, µM (top dose mostly 57.1 µM), for inactives: at the top dose IkBa stabilization activation | 0.04% of 110,000 active; active means well fitted curve in the direction sought with a large enough effect in the signal ratio, not every such curve was filed as active; inconclusive means small, poorly fitted or top-dose-only effect, or a change in a side signal; the % refers to the signal ratio;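 further: the direction sought is a rising ratio; 0% = basal untreated cells and 100% = reference inhibitor full response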
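Curves were fitted separately to fusion (green), unfused (red) and ratio luminescence, then classed by r2, magnitude and activity. Cells: OCI-Ly3, 4 h compound plus doxycycline at 37C; 10 uM MG-132 defined full response.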
Peg3 imprint: induces erasure of genomic imprints in mouse ES cells; mouse ES Peg3-LacZ reporter, beta-gal luminescence, 40 h; Potency, µM (titrated, usually from 60.7 µM), without a hit: at the highest dose activity change, positive = activation, actives largely listed as activators; 0.02% of 110,000 active; AID 1948;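 further: 0% = negative control wells on the plate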
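Each well holds 300 Peg3LacZ-Neo (maternal) female ES cells incubated 40 h at 37C, 5% CO2. LacZ is measured by BetaGlo luminescence, with AC50 and maximum efficacy derived from dose-response curves.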
p53ts 32C kill: kills p53ts cells at the permissive temperature. 0.93% of 130,000 active. H1299-p53A138V at 32C, ATP luminescence viability, 24 h. Potency, µM (series often up to 46.1 µM), for the others: top-dose activity change, negative = cytotoxicity, usual class: cytotoxic. AID 924;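 further: 0% = DMSO and -100% = full killing by reference compound; nearly all actives have a fitted effect of over 55% in size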
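Viability by ATPlite luminescence after 24 h compound treatment (up to 46 uM) at the permissive 32C. Cells are H1299 carrying p53 A138V. Scale runs from DMSO basal to 100 uM tamoxifen as full kill; AC50 from Hill fits.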
p53ts 39C kill: p53ts cell cytotoxicity, nonpermissive temperature. AID 902. H1299-p53A138V viability at 39C, ATP luminescence, 24 h. Potency, µM (top dose mostly 46.1 µM), for the others: top-dose activity change, negative = cell killing, most hits filed as cytotoxic. 1.5% of 130,000 active; further: nearly all actives have a fitted effect of over 55% in size
Numbers without * were called inactive; ? = inconclusive; / = no result given; [ ] = remark or other dose. Unless noted, the call rests on the fitted dose curve; in most records, active means well fitted curve in the direction sought with a large enough effect; inconclusive means small, poorly fitted or top-dose-only effect, or another doubt; inactive means no such curve, though single readings can be large; an effect the other way counts as inactive or inconclusive. Unless noted, on the % scale 0 is the no-effect control and ±100 the full control effect; potency means the concentration at half of the fitted maximal effect.

SMILES	IkB sig inh	Peg3 imprint	p53ts 32C kill	p53ts 39C kill
Cc1ccc(C)c(N2CCN(C(=O)CCC(=O)Nc3ccc4nc(N5CCCCC5)cc(C)c4c3)CC2)c1	?	-23.0%[10.9 µM]	4.6%	-13.9%
c1ccc(-n2nnnc2Sc2n[nH]c(-c3ccncc3)n2)cc1	0.2%	-6.6%	-1.2%	0.7%
O=C(NCc1ccccc1)c1nnc(Cc2cccc(F)c2)o1	1.0%	-13.3%[10.9 µM]	0.2%	-5.2%
O=C(Cn1c(=O)n(Cc2nc(-c3ccccc3)no2)c(=O)c2ccccc21)Nc1cccc(Cl)c1	?	?	-4.2%	-16.8%
CCc1ccc2[nH]c(=O)c(C(c3nnnn3CC3CCCO3)N3CCCc4ccccc43)cc2c1 (stereo not drawn)	?	3.7%	40.1%[activator]	10.2%
CCOC(=O)CC(NC(=O)Cn1nnc(-c2ccc(C(F)(F)F)cc2)n1)c1ccc(OC)cc1 (stereo not drawn)	0.4%	7.6%[10.9 µM]	2.4%	-6.3%
Cc1ccc(-c2nc3c(c(SCC(=O)Nc4cccc(C(=O)O)c4)n2)Cc2cccc(C)c2O3)cc1	?	-5.3%[10.9 µM]	8.1%	-2.4%
Cc1[nH]c(=O)c(C#N)cc1-c1ccc2nccn2c1	/	-2.5%	26.4%	2.7%
CCCc1nn2c(=O)cc(COC(=O)c3ccccc3NC(=O)c3ccc(OCC)cc3)nc2s1	-1.5%	12.2%[10.9 µM]	-11.3%	10µM*
Cc1ccc(-c2nnc(Nc3ccc(Cl)cc3)c3ccccc23)cc1S(=O)(=O)NCC1CCCO1 (stereo not drawn)	?	-17.4%[10.9 µM]	-4.2%	-15.1%
COc1cccc(Cn2c(=O)c(-c3ccccc3)nc3cnc(N4CCN(C)CC4)nc32)c1	0.8%[11.4 µM]	-12.1%	-14.9%	-7.5%
Cc1cc(C)cc(OC(C)C(=O)Nc2nc3c(s2)CCCC3)c1 (stereo not drawn)	-1.4%	-9.1%[10.9 µM]	11.7%	7.0%
O=C(OCC1CCCO1)c1ccc2c(c1)N(Cc1cccc(F)c1)C(=O)c1ccccc1S2(=O)=O (stereo not drawn)	-1.7%	-13.5%[10.9 µM]	1.9%	-20.6%
C=C(C)Cn1c(N2CCC(Cc3ccccc3)CC2)nc2c1c(=O)[nH]c(=O)n2C	?	-4.3%	2.9%	2.6%
O=C(NCc1ccco1)c1ccc2c(c1)N(Cc1c(F)cccc1Cl)C(=O)c1ccccc1S2	0.0%	-10.8%[10.9 µM]	7.4%	15.0%
Cc1cc(C)nc(Sc2c(F)c(F)c(C(F)(F)F)c(F)c2F)n1	0.3%	1.4%	0.7%	8.2%
CCN(CCCNC(=O)c1ccc(Sc2ccc(C)cc2)c(NC(C)=O)c1)c1cccc(C)c1	?	27.5%[10.9 µM]	9.4%	-24.9%
OC(COc1ccccc1)CSc1ncn[nH]1 (stereo not drawn)	2.7%	-78.8%[inhibitor]	3.4%	2.6%
COc1ccc(N2CC(C(=O)Nc3ccc4c(c3)OCO4)CC2=O)cc1 (stereo not drawn)	-0.3%	1.8%	-5.7%	-2.5%
C=CCN=C1SCC(=O)N1S(=O)(=O)c1ccccc1	3.2%	/	3.7%	1.8%
Cc1ccc(CNC(=O)CS(=O)Cc2nc(-c3ccccc3C)oc2C)cc1 (stereo not drawn)	1.2%	-10.7%	-2.1%	-10.1%
COc1ccc(NC(=O)CSc2ccccn2)cc1OC	-0.2%	-13.2%	-4.5%	-2.6%
Cc1ccc(CNC(=O)C(=O)NCC(c2ccc3c(c2)OCO3)N2CCOCC2)cc1 (stereo not drawn)	?	-7.4%[10.9 µM]	-4.6%	-25.6%
CCOC(=O)c1c(C)[nH]c(C)c1S(=O)(=O)N1CCCC(C(=O)NCc2ccccc2Cl)C1 (stereo not drawn)	0.3%	2.2%[10.9 µM]	5.3%	2.6%
COc1ccccc1CN1C(=O)CCC1(C)C(=O)NC1CCCCCC1 (stereo not drawn)	0.6%	-9.2%	2.1%	3.3%
Cc1c2c(nc3ccccc13)-c1cccc(=O)n1C2	/	-7.5%	-12.2%	-27.7%
CCCCN(C)S(=O)(=O)c1cc(-c2cc(C)no2)ccc1C	-1.2%	-9.5%[10.9 µM]	2.4%	-8.4%
CC(C)(C)OC(=O)N1CCC(c2c(C(=O)NCCN3CCC(Cc4ccccc4)CC3)cnn2-c2ccc(F)cc2)CC1	?	-10.0%[10.9 µM]	?	25.1µM*
COc1ccccc1NC(=O)C1=C(C)Nc2c(C(=O)Nc3cccc(C)c3)cnn2C1c1ccccc1Cl (stereo not drawn)	?	-11.0%[10.9 µM]	14.0%	6.7%
Cc1noc(C)c1C(=O)N1CCC2(CCCN(C(=O)NC(C)C)C2)CC1	0.7%[11.4 µM]	/	-0.6%	12.1%
COC(=O)[C@@]1(Cc2ccc(OC)cc2)[C@H]2c3cc(C(=O)N(C)C)n(Cc4cccc5ccccc45)c3C[C@H]2CN1C(=O)c1ccccc1	/	-14.6%	8.0%	-1.1%
O=C(N=c1nc2ccccn2s1)c1ccccc1	6.9%	-67.5%[inhibitor]	2µM*	?
CCOC(=O)C1=C(C)N(c2nonc2NC(C)=O)C(N)=C(C#N)C1c1ccccc1F (stereo not drawn)	5.9%	-0.1%	10.7%	-5.1%
CCOC(=O)c1ccc(N2C(=O)CC(Sc3nc(O)c(CC)c(=O)[nH]3)C2=O)cc1 (stereo not drawn)	0.6%	-9.3%	2.7%	9.4%
Cc1cc(C)n2nc(SCC(=O)Nc3cccc(C(F)(F)F)c3)nc2n1	?	-9.9%[10.9 µM]	-3.8%	18.0%
Oc1ccc(Cl)cc1CNCC1CCCO1 (stereo not drawn)	0.8%	-16.5%	-6.8%	-2.0%
c1ccc(-c2nnc(CN3CCCc4ccccc43)o2)cc1	8.0%	-1.1%	1.8%	0.5%
Cc1ccc(-n2c(CNc3ccc(F)cc3)nnc2SCC(=O)N2CCCC2)cc1	-0.3%	-12.0%	-3.2%	15.2%
Cc1ccc(CNC(=O)c2ccc(NC(=O)N3CCSc4ncccc43)cc2)cc1	?	-7.6%[10.9 µM]	13.5%	-10.6%
C=C(C)C(O)/C=C/c1ccc(OC)cc1 (stereo not drawn)	/	/	-5.0%[9.22 µM]	0.3%[9.22 µM]
O=C(Cn1c(=O)n(Cc2ccco2)c(=O)c2sc3ccccc3c21)Nc1ccccc1C(F)(F)F	?	-6.0%[10.9 µM]	-5.3%	-6.6%
CCOC(=O)C1CCCc2c1[nH]c1c(C(=O)O)cccc21 (stereo not drawn)	2.1%	-0.9%	6.7%	12.7%
Cn1nnnc1SCCNCc1cccc2ccccc12	-1.5%	-15.7%	3.5%	-9.4%
CCOC(=O)C1CN(S(=O)(=O)c2ccc(C)cc2)CCN1S(=O)(=O)c1ccc(C)cc1 (stereo not drawn)	3.5%	-23.7%	9.7%	6.4%
CCN(CC(=O)NCc1cccs1)C(=O)c1cc(S(=O)(=O)N2CCOCC2)ccc1C	1.2%	-9.0%	-5.9%	-8.2%
Cc1c(Cl)cccc1NC(=O)CCn1nc(C)c2c(C)n(-c3ccccc3)nc2c1=O	-0.2%	-2.0%[10.9 µM]	3.7%	6.8%
O=C1COc2ccccc2N1Cc1ccccc1Cl	1.0%	2.9%	-6.3%	-18.1%
COc1ccc(NC(=O)c2nnn(Cc3nc(-c4cc(OC)c(OC)c(OC)c4)oc3C)c2C)cc1	1.6%	-4.9%[10.9 µM]	-1.0%	10.3%
CCCOc1ccc(N2CC(C(=O)Nc3ccccn3)CC2=O)cc1 (stereo not drawn)	5.0%	-4.2%	4.7%	-1.0%
COc1ccc(NC(=O)C2CCN(S(=O)(=O)c3c(C)noc3/C=C/c3ccco3)CC2)cc1	-4.1%	-13.0%[10.9 µM]	2.3%	-0.2%
O=C(Cn1ncc2c3ccccc3n(Cc3ccccc3F)c2c1=O)NCCCc1ccccc1	0.6%	-14.6%[10.9 µM]	-4.7%	-26.3%
OB(O)c1ccc(B(O)O)cc1	/	-5.3%	1.5%	13.7%
Cc1nc(-c2ccccc2)sc1-c1ccc(SCC(=O)Nc2ccccc2)nn1	?	-8.6%[10.9 µM]	-1.7%	-22.2%
CC(=O)N1CCc2nc3sc(C(=O)Nc4ccc(Cl)cc4F)c(N)c3c(C(F)(F)F)c2C1	0.6%	-8.9%[10.9 µM]	-4.5%	-7.1%
Cc1ccc(NS(=O)(=O)c2cccc(C(=O)OCC(=O)NCc3ccco3)c2)cc1	?	?	10.1%	-20.0%
Cc1ccc(SCc2nc(-c3ccc(C(=O)Nc4cc(C)ccc4C)cc3)oc2C)cc1	1.8%	-19.0%[10.9 µM]	18.8%	-12.9%
CCOC(=O)C1CCCN(C(=O)c2cn(CC)c3ccc(S(=O)(=O)N(C)C)cc3c2=O)C1 (stereo not drawn)	-1.7%	13.0%	10.4%	1.7%
Clc1ccc(-c2nnc(SCc3nc(-c4ccccc4)no3)o2)cc1	1.5%	-27.8%	0.8%	-7.7%
Cc1cc(C)c(NC(=O)Nc2sc3nc4n(c(=O)c3c2C)CCC(C)CC4)c(C)c1 (stereo not drawn)	0.3%	24.1%[10.9 µM]	9.0%	-4.0%
COc1ccc(N(Cc2nnc3n2CCCCC3)C(=O)Nc2cccc(C)c2)cc1Cl	-0.6%	-6.1%[10.9 µM]	7.7%	-1.3%

(cont.)
SMILES	IkB sig inh	Peg3 imprint	p53ts 32C kill	p53ts 39C kill
CN(C)C(=O)C1CCN(Cc2c[nH]c3ccccc23)CC1	0.0%[11.4 µM]	-2.4%[10.9 µM]	-0.7%[9.22 µM]	-5.6%[9.22 µM]
CCSc1nnc(NC(=O)c2nn(C(C)C)c(=O)c3ccccc23)s1	-0.1%	-16.8%	-3.6%	-9.6%
N#Cc1cc2c(nc1SCc1cccnc1)CCC2	-2.5%	-11.3%	0.8%	3.7%
CCOc1ccc(/C=C/c2nc(C#N)c(N3CCCCCC3)o2)cc1	-0.7%	12.0%[10.9 µM]	-1.3%	-16.3%
COc1ccc(NS(=O)(=O)c2ccc(-n3cccn3)cc2)cc1OC	?	-20.8%[10.9 µM]	-0.3%	3.4%
O=C(Cn1c(=O)n(Cc2cccs2)c(=O)c2cccnc21)Nc1ccccc1F	3.0%	4.9%[10.9 µM]	11.5%	0.3%
Cc1ccc(CCNC(=O)c2ccc3c(c2)N(Cc2ccccc2)C(=O)c2ccccc2S3=O)cc1 (stereo not drawn)	3.4%	-12.8%[10.9 µM]	17.7%	-5.4%
Cc1ccc(-c2nn(-c3ccccc3)cc2C2SCC(=O)N2Cc2ccccc2)o1 (stereo not drawn)	?	-30.3%[inhibitor]	14.7%	21.9%
O=C(Nc1ccc(Cl)cc1)c1cc(S(=O)(=O)NC2CCCCCC2)ccc1F	?	-14.3%[10.9 µM]	4.3%	12.6µM*
O=C(Cn1c(=O)nc(-c2ccccc2)c2cc(Cl)ccc21)NCc1ccc(Cl)cc1	?	-9.1%[10.9 µM]	10µM*	10µM*
Cc1cnc(NC(=O)CSc2nnc(-c3ccc(Cl)cc3Cl)n2N)s1	?	-7.8%	-2.6%	-0.7%
O=C(Nc1ccccc1Cl)c1sc2cccc(Cl)c2c1Cl	3.4%	-9.1%[10.9 µM]	-2.9%	2.4%
NC(=O)c1cnn(Cc2ccc(Cl)cc2)c1N	0.0%	-3.4%	-3.1%	-1.8%
CN(C)c1ccc(C(=O)Nc2ccc(S(=O)(=O)NC3=NCCCCC3)cc2)cc1	0.9%	-7.5%	-5.5%	-6.0%
CN(C(=O)Cn1c(=O)n(CCC(=O)NCc2ccc3c(c2)OCO3)c(=O)c2sccc21)c1ccccc1	?	3.2%[10.9 µM]	6.8%	18.5%
O=C(O)CNC(=O)c1ccc([N+](=O)[O-])cc1	-0.7%	-1.2%	9.7%[1.84 µM]	5.6%
CC(=O)NCCSCCNC(C)=O	-2.2%	-2.3%	8.1%	9.3%

An excerpt from above in order of SMILES length, descending.
SMILES	IkB sig inh	Peg3 imprint	p53ts 32C kill	p53ts 39C kill
CN(C)c1ccc(C(=O)Nc2ccc(S(=O)(=O)NC3=NCCCCC3)cc2)cc1	0.9%	-7.5%	-5.5%	-6.0%
O=C(O)CNC(=O)c1ccc([N+](=O)[O-])cc1	-0.7%	-1.2%	9.7%[1.84 µM]	5.6%
NC(=O)c1cnn(Cc2ccc(Cl)cc2)c1N	0.0%	-3.4%	-3.1%	-1.8%
CC(=O)NCCSCCNC(C)=O	-2.2%	-2.3%	8.1%	9.3%

This is a random part of the collection; 1.7% or so of the library scored in one or more.
